Screens as filed in PubChem.
FAS TE block: FAS thioesterase (human) inhibition | P49327 | inhibition, % at 15 µM | AID 602261 | hit rate 0.67% among 360,000 | recombinant FAS-TE, OMFH fluorogenic substrate, fluorescence endpoint;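 active means compounds whose normalised, plate-corrected inhibition of enzyme fluorescence in the single-dose primary screen is 50% or more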;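 further: 0% = DMSO with enzyme and 100% = substrate without enzyme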
NadD block: blocks S. aureus nicotinate mononucleotide adenylyltransferase. purified NadD enzyme, colorimetric absorbance read-out. inhibition, % at 20 µM. hit rate 0.78% among 360,000. AID 602399; in the data active means inhibition above about 26%; further: some compounds past the cut are filed as inactive
MT1-MMP act inh: blocks activation of human MT1-MMP; HT1080 RFP-PRO-GFP cells, GFP/RFP ratio fluorescence, overnight; percent of plate control window, DMSO zero; GFP/RFP ratio change, % at 20 µM; hit rate 0.061% among 360,000;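 active means GFP/RFP ratio change of at least 30% with cell ATP level not reduced by more than half and red fluorescence within 50% of control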; further: strong numbers were not always called active
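Material: RFP-PRO-GFP reporter HT1080 cells. Dosing: single-point 20 µM compound, 1% DMSO. Controls: DMSO and RFP-L50D-GFP cell wells. Timing: cells overnight before dosing, compound overnight, 37 °C, 5% CO2. Measure: GFP/RFP fluorescence ratio.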
Neddylation inh: inhibitors of human cullin neddylation; calls only at 25 µM; TR-FRET cullin neddylation, biochemical; P61081+Q13564; AID 651699; hit rate 0.58% among 360,000; in the data active means inhibition above about 36%
Target sequence (P61081 whole entry, looked up): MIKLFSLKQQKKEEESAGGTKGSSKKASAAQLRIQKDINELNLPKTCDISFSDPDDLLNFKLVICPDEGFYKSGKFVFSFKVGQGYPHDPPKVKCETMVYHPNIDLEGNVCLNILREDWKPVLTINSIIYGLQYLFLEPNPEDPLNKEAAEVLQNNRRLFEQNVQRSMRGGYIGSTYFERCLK
Target sequence (Q13564 whole entry, looked up): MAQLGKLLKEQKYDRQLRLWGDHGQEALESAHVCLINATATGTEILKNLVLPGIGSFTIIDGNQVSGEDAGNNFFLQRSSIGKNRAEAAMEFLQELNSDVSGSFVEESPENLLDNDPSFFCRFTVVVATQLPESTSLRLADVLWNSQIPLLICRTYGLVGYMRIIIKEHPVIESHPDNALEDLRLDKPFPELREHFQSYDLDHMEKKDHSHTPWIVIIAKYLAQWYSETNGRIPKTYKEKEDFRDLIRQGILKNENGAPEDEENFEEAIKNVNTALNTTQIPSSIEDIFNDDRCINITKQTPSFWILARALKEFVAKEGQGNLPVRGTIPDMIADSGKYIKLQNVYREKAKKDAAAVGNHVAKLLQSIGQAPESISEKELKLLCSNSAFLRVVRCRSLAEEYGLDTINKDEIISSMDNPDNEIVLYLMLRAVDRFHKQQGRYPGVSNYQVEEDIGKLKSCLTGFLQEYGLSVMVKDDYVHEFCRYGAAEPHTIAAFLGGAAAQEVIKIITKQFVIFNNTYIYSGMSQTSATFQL
Rin1-Abl PPI inh: inhibitors of human Rin1-Abl protein interaction. P00519+Q13671. TR-FRET Rin1/Abl binding, biochemical. inhibition, % at 7.35 µM. hit rate 0.4% among 360,000; in the data active means inhibition above about 5%, passing the limit was not always enough
CSN inh: blocks human CSN-mediated cullin deneddylation | AID 651999 | Purified CSN, SCF-Nedd8-OG deneddylation, fluorescence polarization | Q92905 | inhibition, % at 12.5 µM | hit rate 0.38% among 360,000;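 active means pattern-corrected inhibition above about 35%, with an unprinted fluorescence ratio check between 0.5 and 1.5, limit read from the data, passing the limit was not always enough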;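 further: 0% = enzyme with substrate and 100% = substrate without enzyme; some results filed as inactive read as strong as hits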
Target sequence (Q92905 whole entry, looked up, one chain of several): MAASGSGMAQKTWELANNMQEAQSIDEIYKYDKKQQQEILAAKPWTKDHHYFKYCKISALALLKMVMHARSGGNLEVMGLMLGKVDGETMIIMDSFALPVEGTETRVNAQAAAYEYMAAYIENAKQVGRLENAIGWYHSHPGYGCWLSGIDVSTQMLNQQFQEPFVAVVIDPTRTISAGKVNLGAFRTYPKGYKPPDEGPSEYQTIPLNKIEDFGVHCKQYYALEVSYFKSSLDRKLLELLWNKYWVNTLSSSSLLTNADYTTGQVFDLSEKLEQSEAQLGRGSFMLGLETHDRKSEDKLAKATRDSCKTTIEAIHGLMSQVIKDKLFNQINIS
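Assay system: purified human Csn5 enzyme expressed in HEK293T cells; Input: 0.24 nM Csn5 enzyme, final concentration; Reagent: 10 nM SCFSkp2-Nedd8OG; Compound dosing: 12.5 µM single point; Times: reaction 90 min, room temperature; Technique: fluorescence polarization readout.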
Rpn11 block: blocks the human proteasome subunit Rpn11 | calls only at 20 µM | human 26S proteasome, Ub4-pepOG fluorescence polarization; 20S core pre-blocked with epoxomicin | AID 588493 | hit rate 0.59% among 360,000 | O00487;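 active means inhibition at 20 µM, scaled to each plate's controls, above about 33%, limit read from the data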
SKN-1 inh: blocks SKN-1 activity in C. elegans; hit rate 0.49% among 360,000; inhibition, % at 21.8 µM; C. elegans VP596 Pgst-4::GFP/RFP ratio, acrylamide-induced, 24 h;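 active means interference check ratio from 0.5 to 1.5 plus GFP to RFP signal ratio inhibition reaching or exceeding a fixed threshold, cut at about 30% in these data, passing the limit was not always enough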; further: some compounds called inactive have numbers as strong as hits
MLLE-PAM2 inh: blocks PAM2 peptide binding to the PABP1 MLLE domain; P11940; GST-MLLE / FITC-PAM2 fluorescence polarization; inhibition, % at 20 µM; hit rate 0.36% among 360,000; AID 588489; in the data active means inhibition above about 35%, passing the limit was not always enough;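 further: plate controls were DMSO wells with GST-MLLE for no effect and wells lacking GST-MLLE protein for full effect; some results filed as inactive read as strong as hits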
Starred values were filed as active, the others as inactive; i = inactive; . = not tested or not shown; + = active, no number.

SMILES	FAS TE block	NadD block	MT1-MMP act inh	Neddylation inh	Rin1-Abl PPI inh	CSN inh	Rpn11 block	SKN-1 inh	MLLE-PAM2 inh
COC(=O)c1ccc(CSc2ccc3nnc(-c4ccc(F)cc4)n3n2)o1	16	-2	-3	i	-2	-2	i	2	9
Cc1ccccc1C(=O)N1CCC(C(=O)NCc2ccc(Cl)cc2)CC1	-4	-8	2	i	-2	-3	i	-5	-5
Cc1ccc(C)c(NC(=O)COC(=O)c2ccc(S(=O)(=O)N3CCCC3)cc2)c1	-6	4	6	i	4	5	i	11	8
O=C(NCc1ccco1)c1nn2c(C(F)(F)F)cc(-c3cccs3)nc2c1Cl	-4	4	-3	i	1	1	i	6	-24
CC1CCCCC12NC(=O)N(CC(=O)OCc1ccc(Br)cc1)C2=O (centres undefined)	16	-4	-2	i	1	4	i	-1	-13
Cc1cc(C)n2nc(SCCOc3ccccc3F)nc2n1	-2	2	2	i	1	0	i	2	-9
CN1CCc2c(sc(NC(=O)C3CCCCC3)c2C(N)=O)C1	-12	-7	1	i	0	3	i	1	-6
CCCC(=O)NC(=S)N1CCN(c2ccc([N+](=O)[O-])cc2)CC1	-5	-3	5	i	1	-20	i	-2	-79
CCN(C(=O)CN1C(=O)NC2(CCC(C)CC2)C1=O)C1CCCCC1 (centres undefined)	-4	3	0	i	-5	-5	i	7	-19
COc1cccc(-c2[nH]nc3c2C(c2ccsc2)C(C#N)=C(N)O3)c1 (centres undefined)	11	4	-6	i	3	-2	i	17	0
Cc1ccc2cc3c(=O)n(C)cc(C=O)c3nc2c1	-4	0	-2	i	-3	1	i	-14	-4
CN(CC(=O)N1CCN(c2ccccn2)CC1)S(=O)(=O)c1ccc(Cl)cc1	-2	2	-1	i	3	-6	i	-4	9
CN1/C(=c2/s/c(=C3/C(=O)N(c4ccccc4)NC3=Nc3ccccc3)n(C)c2=O)C(C)(C)c2ccccc21	47	57*	-186	i	1	42*	.	14	-153
O=C(COC(=O)CCCC1=NS(=O)(=O)c2ccccc2N1)Nc1ccc(Br)cc1	6	-6	-12	i	2	2	i	-4	-7
CCOC(=O)C1CCN(S(=O)(=O)NC[C@H]2O[C@@H](n3cnc4c(N)ncnc43)[C@H](O)[C@@H]2O)C1 (some centres undefined)	-9	-1	3	i	-4	2	i	-7	-4
COc1ccc(-n2c(C)c(C(=O)O)c3cc(OC)c4ccccc4c32)cc1	0	2	-2	i	1	1	i	-2	7
COC(=O)c1ccc(N2CCN(CC(=O)c3ccc(C)cc3)CC2)c([N+](=O)[O-])c1	-11	-4	-4	i	1	0	i	-9	5
Cc1cccc(C)c1NC(=O)CNC(=O)c1c(C)nn(-c2ccccc2)c1C	-6	0	2	i	0	-16	i	-10	5
O=C(c1coc(=O)c(Br)c1)N1CCOCC1	-4	7	3	.	2	18	i	-6	-16
COc1ccccc1NC(=O)c1cc(S(=O)(=O)N2CCC3(CC2)OCCO3)ccc1F	8	-7	-2	i	1	-2	i	19	12
Clc1ccc2c(c1)Nc1ccccc1CC2	39	-13	1	i	-2	-2	i	-11	0
O=c1[nH][nH]c2cc([N+](=O)[O-])ccc12	33	-5	17	i	-6	-2	i	21	-19
Cc1ccc(/C=N\NC(=O)c2ccc3c(c2)OCO3)o1	-5	-5	0	i	-1	0	i	-5	9
Cc1cccc(-n2c(SCC(=O)N3CCCC3)nnc2-c2ccccn2)c1C	-5	4	-5	i	0	0	i	0	11
CCOC(=O)Cn1c2c(c(=N)c3c1CCC3)CCC2	-6	1	2	i	-3	3	i	9	-1

One compound at a time, from the list above. Values in the order: FAS TE block | NadD block | MT1-MMP act inh | Neddylation inh | Rin1-Abl PPI inh | CSN inh | Rpn11 block | SKN-1 inh | MLLE-PAM2 inh
Record of CC1CCCCC12NC(=O)N(CC(=O)OCc1ccc(Br)cc1)C2=O (centres undefined) : 16 | -4 | -2 | i | 1 | 4 | i | -1 | -13
Record of COC(=O)c1ccc(N2CCN(CC(=O)c3ccc(C)cc3)CC2)c([N+](=O)[O-])c1 : -11 | -4 | -4 | i | 1 | 0 | i | -9 | 5

Single values from the list.
Under MT1-MMP act inh, CN(CC(=O)N1CCN(c2ccccn2)CC1)S(=O)(=O)c1ccc(Cl)cc1 is listed with -1
Under MLLE-PAM2 inh, CCCC(=O)NC(=S)N1CCN(c2ccc([N+](=O)[O-])cc2)CC1 is listed with -79
Under FAS TE block, CN1/C(=c2/s/c(=C3/C(=O)N(c4ccccc4)NC3=Nc3ccccc3)n(C)c2=O)C(C)(C)c2ccccc21 is listed with 47
Under FAS TE block, Cc1cccc(C)c1NC(=O)CNC(=O)c1c(C)nn(-c2ccccc2)c1C is listed with -6
Under CSN inh, CCN(C(=O)CN1C(=O)NC2(CCC(C)CC2)C1=O)C1CCCCC1 (centres undefined) is listed with -5

Additional compounds.
SMILES	FAS TE block	NadD block	MT1-MMP act inh	Neddylation inh	Rin1-Abl PPI inh	CSN inh	Rpn11 block	SKN-1 inh	MLLE-PAM2 inh
COc1ccc(N2CCN(C(=O)C3CCN(S(=O)(=O)N4CCOCC4)CC3)CC2)cc1	-8	-5	0	i	0	-2	i	10	-11
COc1ccc(S(=O)(=O)N2CCCC(C(=O)O)C2)cc1 (centres undefined)	-9	5	2	i	3	0	i	11	-4
CC(=O)NC(c1cc(Cl)c2cccnc2c1O)C1CC1 (centres undefined)	8	3	11	i	6	-1	i	14	2
Cc1cccc(NC(=O)CCCN2C(=O)C(c3ccccc3)Oc3cccnc32)c1C (centres undefined)	8	-4	3	i	-4	-6	i	4	-18
CCC(C)(C(=O)NC1CCCC1)N(C(=O)Cc1cccs1)c1c(C)n(C)n(-c2ccccc2)c1=O (centres undefined)	-2	3	0	i	-2	8	i	-9	-2
CCOC(=O)c1sc(NC(=O)c2cccc(S(=O)(=O)N3c4ccccc4CC3C)c2)cc1C (centres undefined)	16	0	-4	.	-1	-6	i	-2	2
CCOC(=O)C1CCN(C(=O)C2CCN(c3nnc(-n4cccc4)s3)CC2)CC1	-8	-6	3	i	-2	4	i	-4	0
CC(C)CNC(=O)NC(=O)COC(=O)c1ccccc1Sc1ccc(C(F)(F)F)cc1[N+](=O)[O-]	26	0	7	i	-1	3	i	-9	-3
Cc1ccc2[nH]c(=O)c(CN(CCc3ccccc3)Cc3nnnn3CC3CCCO3)cc2c1 (centres undefined)	-7	-2	2	i	1	-1	i	8	14
O=C(NNC(=O)c1cc(-c2ccccc2)n(-c2ccccc2)n1)c1cccc([N+](=O)[O-])c1	33	9	8	i	1	-6	i	11	0
CCCNC(=O)c1ccc(N2CCC3(CC2)CC(c2ccccc2)=NO3)c(NC(=O)Cc2ccc(F)cc2)c1	7	6	5	i	-1	1	i	-10	8
Cc1occc1C(=O)N1CCCC(Nc2ccc(F)c(F)c2)C1 (centres undefined)	-1	-9	0	i	0	-3	i	-18	-5
Cc1cc(C)c(C#N)c(N2CCC(C(N)=O)CC2)n1	2	2	-1	i	4	1	i	-2	9
COc1ccc(N2CCN(C(=O)c3ccccc3NS(=O)(=O)c3ccc(C)cc3)CC2)cc1	14	-2	2	i	0	0	i	-4	8
C=CCNC(=S)Nc1ccc(N2CCOCC2)c(S(=O)(=O)Nc2ccccc2Cl)c1	14	0	1	i	2	5	i	-3	-1
COc1ccc(S(=O)(=O)N(Cc2ccccc2)Cc2nc3ccccc3c(=O)[nH]2)cc1	10	-3	7	i	-1	-3	i	-5	-16
CC(CCc1ccccc1)NC(=O)COC(=O)c1cccnc1Cl (centres undefined)	2	-2	4	i	2	0	i	10	-37
CC1CCN(Cc2c(C(=O)N/N=C/c3cccc(Cl)c3)nnn2-c2nonc2N)CC1	10	-1	-2	i	0	1	i	0	-6
CCCc1c(C(=O)Nc2ccc(F)cc2)cnn1-c1ccccc1	15	0	-1	i	-2	1	i	29	-7
CCCn1c(SCC(=O)Nc2cccc(C(=O)OCC)c2)nnc1-c1ccoc1C	8	-4	-2	i	1	1	i	9	-3
COC(=O)c1ccc2cn[nH]c2c1	-9	-7	-5	i	-1	-2	i	-6	-1
O=C(Cc1n[nH]c(=O)c2ccccc12)NC(c1ccccc1)c1ccccc1	1	-1	7	i	-1	2	i	0	-20
CCN(CC)c1ccc(/C=C(\C#N)C(=O)c2ccc(Br)cc2)cc1	-111	-3	-6	i	-3	-95	i	60	i
CCCCOC(=O)n1c(=O)oc2ccc(S(=O)(=O)N3CCCCC3)cc21	-3	-1	5	i	0	0	i	3	3
COc1ccc(C2(C)NC(=O)N(CC3CCCCC3)C2=O)cc1 (centres undefined)	4	-8	1	i	1	2	i	7	-14
Carrying on:
SMILES	FAS TE block	NadD block	MT1-MMP act inh	Neddylation inh	Rin1-Abl PPI inh	CSN inh	Rpn11 block	SKN-1 inh	MLLE-PAM2 inh
O=C(Nc1ccc(Oc2ccccc2)cc1)C1CCCO1 (centres undefined)	-3	5	-1	i	1	1	i	-2	5
Cc1ccc(Cl)cc1N1CCN(S(=O)(=O)c2c(C(=O)N3CCOCC3)c(C)n(C)c2C)CC1	-2	4	-10	i	3	-3	i	-2	12
C/C(=N\NC(=O)c1c(Cl)c(C)nn1C)c1ccc(NC(=O)C2CCC2)cc1	-2	-1	0	i	4	1	i	8	4
COc1cc2c(c(O)c1OC)C1Cc3ccc(OC)c(OC)c3CN1CC2 (centres undefined)	1	5	-3	i	2	4	i	-1	-2
COC(=O)c1ccc(C)c(NC(=O)c2nn(C)c(=O)c3ccccc23)c1	-2	-6	3	i	2	3	i	5	6
O=C1OCCN1C(=O)[C@H]1[C@H](c2ccccc2)C(c2ccc(F)cc2)=NN1c1ccccc1	42	11	-5	.	3	-1	i	10	-2
Cc1cccc(-n2ncc3c(NCc4ccco4)ncnc32)c1	0	-4	2	i	-4	-3	i	-9	-9
Cc1nc2c(cc1NC(=O)C(C)(C)C)nc(C)n2Cc1ccccc1	-4	2	-1	i	0	-6	i	8	-12
Cc1ccc(NC(=O)COc2ccccc2[N+](=O)[O-])nc1	-2	-2	-1	i	2	-4	i	5	-5
O=C(NCCc1c[nH]c2ccccc12)OCCSS(=O)(=O)O	-10	6	-2	i	1	1	i	-10	23
Nc1nc(Cl)nc2c1ncn2[C@H]1C[C@H](O)[C@@H](CO)O1	-2	-6	-10	i	-2	-1	i	-4	1
COc1cccc(NC(=S)N(CCCN2CCOCC2)C(C)c2cc3ccccc3o2)c1 (centres undefined)	14	-12	5	i	-1	-6	i	1	-100
CCN(C(=O)CSc1ccccn1)C1CCCCC1	-5	4	3	i	3	7	i	-2	9
CN(CC(=O)Nc1cccc(F)c1)CC(=O)Nc1cccc([N+](=O)[O-])c1	15	-3	3	i	1	-6	i	0	11
C=CCN(C(=O)CCC(=O)Nc1cc(C)on1)C(C(=O)NC1CCCC1)c1ccc(OC)c(OC)c1 (centres undefined)	-4	-5	-2	i	4	-2	i	2	11
CCOc1ccc(-c2c(C(=O)N/N=C/c3ccccc3)nnn2-c2nonc2N)cc1	-7	1	0	i	-3	0	i	-1	7
O=C(COC(=O)Cc1c(F)cccc1Cl)NC1CCS(=O)(=O)C1 (centres undefined)	-7	-5	5	i	0	2	i	-10	-1
CCOC(=O)c1c(-c2ccccc2)csc1NC(=O)c1ccc(S(=O)(=O)N2CCOCC2)cc1	32	1	3	i	-8	-7	i	-3	3
Cc1ccc(C(=O)/C=C2\NCC(C)NC2=O)cc1 (centres undefined)	-5	-20	-1	i	-1	-4	i	21	4
COc1ccc(NC(=O)CC(=O)Nc2ccc(OC)cc2)cc1	0	-5	-5	i	-2	-1	i	-2	-10
CC(=O)NCCNc1ccc([N+](=O)[O-])cn1	-12	-5	0	i	-3	-5	i	1	-5
N#C/C(=C\c1c(Cl)cccc1Cl)c1nc2ccccc2[nH]1	26	-1	-2	+	-2	-2	i	32	11
